hIAP block – human IAP inhibitors, primary screen, biochemical, luminescence, uHTS; inhibition, % at 10 µM; Intestinal-type alkaline phosphatase (Homo sapiens), P09923; 330,000 tested, 0.12% active; purified IAP, CDP-Star luminescence, 30 min;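 active = inhibition reaching a set limit with compound at 10 µM in the primary screen, cut at about 35% in these data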;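 note: plate controls were DMSO wells with enzyme for no effect and no-enzyme buffer wells for full effect; values of inactives mirror those of a sister screen read the other way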
Target sequence (P09923 whole entry, looked up): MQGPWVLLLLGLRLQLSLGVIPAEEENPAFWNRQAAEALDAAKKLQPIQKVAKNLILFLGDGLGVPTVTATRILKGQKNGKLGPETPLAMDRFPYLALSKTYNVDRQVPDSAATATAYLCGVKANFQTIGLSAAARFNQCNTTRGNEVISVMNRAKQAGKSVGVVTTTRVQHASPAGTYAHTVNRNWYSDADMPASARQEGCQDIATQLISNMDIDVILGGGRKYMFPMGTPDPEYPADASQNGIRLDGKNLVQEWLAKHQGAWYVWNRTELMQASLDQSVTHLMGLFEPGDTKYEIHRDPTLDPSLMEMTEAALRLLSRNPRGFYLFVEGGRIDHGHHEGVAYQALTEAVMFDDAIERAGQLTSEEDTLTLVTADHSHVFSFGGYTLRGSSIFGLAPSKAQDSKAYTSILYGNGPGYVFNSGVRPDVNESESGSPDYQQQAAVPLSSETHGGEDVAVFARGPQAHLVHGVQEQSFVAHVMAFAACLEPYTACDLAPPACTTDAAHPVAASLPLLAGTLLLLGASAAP
mIAP act – activators of mouse IAP, primary screen, biochemical, luminescence, uHTS. intestinal alkaline phosphatase [Mus musculus]. muIAP, CDP-Star luminescence, 30 min; hits give high values; 1 = vehicle-only enzyme signal, 0 = enzyme-free wells. activation factor at 10 µM. 330,000 tested, 0.24% active;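 active = activation factor of at least 2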; note: the source names both 10 and 20 µM as test concentration; values of inactives mirror those of a sister screen read the other way
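System: Mouse IAP enzyme | Also added: CDP-Star substrate | Dosing: Compounds dispensed in DMSO | Schedule: 30 min enzyme-substrate-compound incubation at room temperature | Technique: Chemiluminescence readout | Control set: DMSO-only wells and no-enzyme negative control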
NLRP3 yeast inh – NALP3 inflammasome inhibitors in reconstituted yeast, primary screen, luminescence, uHTS; Yeast reconstituted NLRP3/ASC/caspase-1, beta-gal luminescence, 24 h; inhibition, % at 10 µM; 330,000 tested, 0.39% active;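 active = inhibition of 50% or more; inactive = inhibition below 50%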;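 note: plate controls were induced DMSO wells for no effect and uninduced yeast grown without galactose for full effect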
mIAP inh – inhibitors of mouse IAP, primary screen, biochemical, luminescence, uHTS. inhibition, % at 10 µM. purified mouse IAP, CDP-Star luminescence, 30 min. 330,000 tested, 0.2% active;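 active = inhibition of at least 40% at 10 µM in the primary screen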;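 note: plate controls were DMSO with enzyme for no effect and no enzyme wells for full effect; values of inactives mirror those of a sister screen read the other way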
SENP1 inh – human SENP1 catalytic domain inhibitors, primary screen, biochemical, FRET, uHTS; Sentrin-specific protease 1 (Homo sapiens), Q9P0U3; recombinant SENP1 catalytic domain, CyPet-SUMO1-YPet FRET cleavage; inhibition, % at 10 µM; 360,000 tested, 0.21% active; AID 624204, 2012;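 active = inhibition at least 30% at 10 µM, raw YFP signal under a set limit, fluorescence ratio 0.5 to 1.5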;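 note: 0% = enzyme with DMSO and 100% = no enzyme wells; some results filed as inactive read as strong as hits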
Target sequence (Q9P0U3 419-644 limits assumed): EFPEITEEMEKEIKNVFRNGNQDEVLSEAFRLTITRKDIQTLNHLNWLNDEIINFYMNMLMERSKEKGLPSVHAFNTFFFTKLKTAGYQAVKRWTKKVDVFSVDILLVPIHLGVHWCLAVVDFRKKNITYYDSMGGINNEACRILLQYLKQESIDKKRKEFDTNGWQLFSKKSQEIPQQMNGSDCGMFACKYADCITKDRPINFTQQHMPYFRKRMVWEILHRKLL
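Material: hSENP1 catalytic domain, recombinant; medium: Tris pH 8 with BME, BSA, NP40 and catalase; compound: single concentration of 10 µM compound, 0.5% DMSO final; technique: FRET read of cyan and yellow fluorescence; timing: 50 min enzyme reaction, room temperature, light-protected; reagent: SFCypet-SUMO1-SFYpet substrate at 25 nM; control set: no-enzyme low, enzyme-DMSO high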
APOBEC3G inh – APOBEC3G DNA deaminase inhibitors, primary screen, biochemical, fluorescence, single-stranded DNA substrate, uHTS | DNA dC->dU-editing enzyme APOBEC-3G (Homo sapiens), Q9HC16 | recombinant A3G, ssDNA deamination FAM/TAMRA fluorescence | inhibition, % at 20 µM | 330,000 tested, 0.28% active | AID 493012, 2011;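 active = inhibition of at least 40% at 20 µM, with no more than 30% in the related APOBEC3A deaminase screen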;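 note: plate controls were DMSO wells with A3G for no effect and wells lacking A3G enzyme for full effect; some compounds called inactive have numbers as strong as hits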
APOBEC3A inh – APOBEC3A ssDNA deaminase inhibitors, primary screen, selectivity assay for APOBEC3G inhibitor project, biochemical, FAM/TAMRA oligo cleavage fluorescence. DNA dC->dU-editing enzyme APOBEC-3A (Homo sapiens), P31941. inhibition, % at 20 µM. 330,000 tested, 0.41% active. recombinant A3A, FAM/TAMRA ssDNA deamination fluorescence;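 active = at least 40% inhibition at 20 µM here, with at most 30% in a related deaminase screen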;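 note: plate controls were A3A with DMSO for no effect and wells lacking A3A enzyme for full effect; some results filed as inactive read as strong as hits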
Target sequence (P31941 whole entry, looked up): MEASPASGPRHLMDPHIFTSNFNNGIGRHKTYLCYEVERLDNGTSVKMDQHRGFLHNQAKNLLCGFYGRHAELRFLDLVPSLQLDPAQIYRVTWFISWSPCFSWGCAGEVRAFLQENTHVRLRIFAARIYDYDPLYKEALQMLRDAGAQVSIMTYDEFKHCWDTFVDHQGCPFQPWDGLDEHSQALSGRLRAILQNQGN
hIAP act – human IAP activators, primary screen, biochemical, luminescence, uHTS; AID 2524, 2010; 330,000 tested, 0.16% active; Intestinal-type alkaline phosphatase (Homo sapiens), P09923; activation factor at 10 µM; purified human IAP, CDP-Star luminescence, 30 min; hits give high values; 1 = vehicle-only enzyme, 0 = enzyme-free background;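 active = activation factor of the enzyme at least 2-fold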; note: the source names both 10 and 20 µM as test concentration; values of inactives mirror those of a sister screen read the other way
MIN6 prolif – inducers of MIN6 beta-cell proliferation, primary screen, ATP luminescence, uHTS; MIN6 cells proliferation, ATPlite luminescence, 48 h; cells starved in 0.2% serum; 100% = growth in 10% serum; proliferation, % at 10 µM; 330,000 tested, 0.29% active; AID 2380, 2010;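 active = compounds whose signal lies at least 3.5 SD above the mean of all wells on their plate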;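 note: 0% = DMSO-treated cells in low-serum medium and 100% = 10% serum control; some compounds called inactive have numbers as strong as hits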
Starred values were filed as active, the others as inactive; nt = not tested or not shown. The list is partial (hit frequency here may not be typical).

SMILES	hIAP block	mIAP act	NLRP3 yeast inh	mIAP inh	SENP1 inh	APOBEC3G inh	APOBEC3A inh	hIAP act	MIN6 prolif
Cc1csc(SCC(=O)Nc2ccccc2C)n1	10	0.96	3	4	2	-4	-2	0.9	1
C=CCn1c(SC(C)C(N)=O)nc2sc(CC)cc2c1=O (configuration not stated)	-23	0.99	6	1	8	-4	0	1.2	5
CC(C)(C)c1ccccc1NC(=O)c1cccnc1	-9	1.1	-4	-11	2	-2	2	1.1	1
COc1ccccc1NC(=O)c1cc(C(=O)Nc2ccccc2OC)cc([N+](=O)[O-])c1	-10	1	11	0	2	-6	3	1.1	-4
C=CCc1ccccc1OCC(O)CNC(C)C (configuration not stated)	8	1.1	9	-10	0	-3	2	0.92	-1
CC1(NC(=O)Cc2csc(-c3cccc(Cl)c3)n2)CCS(=O)(=O)C1 (configuration not stated)	4	0.97	0	3	1	-8	-1	0.96	0
Cc1ccccc1OCCSc1nnc(-c2ccncc2)n1C	14	1	2	-2	0	-8	-8	0.86	-1
Cc1cc(S(=O)(=O)N2CCN=C2c2ccccc2)c(Cl)cc1Cl	-3	1	0	0	1	-4	0	1	0
O=C(COc1ccc([N+](=O)[O-])cc1Cl)Nc1ccc2[nH]c(=O)[nH]c2c1	2	0.94	0	6	-11	3	4	0.98	-2
O=C(COc1ncnc2ccccc12)Nc1ccc(Cl)c([N+](=O)[O-])c1	10	0.95	-10	5	1	-4	1	0.9	-2
S=C(NCCN1CCOCC1)N/N=C/c1ccccc1	14	1.1	11	-6	2	-2	-1	0.86	0
CCOC(=O)C1(CCOc2ccccc2)CCN(Cc2ccc(OC)c(COC)c2)CC1	7	1	15	-2	0	-4	-4	0.93	-5
Cc1cc(NC(=O)Nc2cc(C)nn2-c2ccccc2)n(-c2ccccc2)n1	0	1	-6	-4	1	-5	-3	1	0
C[C@H](CO)N1C[C@H](C)[C@@H](CN(C)S(C)(=O)=O)Oc2ccc(NC(=O)Cn3cnnn3)cc2C1=O	-1	1	-1	-4	2	0	1	1	-3
C=C(C)c1cccc(C(C)(C)NC(=O)N2CCCC(C)C2)c1 (configuration not stated)	-3	1.1	-8	-12	0	0	4	1	-1
Cc1ccc(-n2nc3c(=O)n(CC(=O)NCc4ccccc4Cl)nc(C)c3c2C)cc1	7	1	8	0	1	0	-1	0.93	-1
C#CCOCCOCCOCCNc1nc(N2CCN(C(=O)[C@H](CCCCN)n3cc(CN)nn3)CC2)nc(N2CCN(C(=O)[C@H](CC(N)=O)n3cc(C(N)[C@H](C)CC)nn3)CC2)n1 (some centres not stated)	10	1.1	6	-6	4	-7	0	0.9	-4
Cc1cccc(OCc2nnc(SCC(=O)Nc3cccc(C(=O)N4CCOCC4)c3)n2C)c1C	4	0.97	1	3	3	-1	-1	0.96	4
COc1ccc(C(=O)Nc2nc(C)cc(C)n2)cc1	5	1	-2	0	0	1	5	0.95	0
CC1=NN(c2ccc(Cl)cc2)C(=O)/C1=C\c1cccn1-c1ccc(S(N)(=O)=O)cc1	10	0.85	10	15	1	-6	0	0.9	-3
Cc1nn(C)cc1CN(C)C(=O)c1cc(-c2ccccc2)nc2ccc(Br)cc12	9	0.93	15	7	0	-7	2	0.91	-4
O=C(NNC(=S)Nc1ccc(F)cc1)C1[C@H]2CCCC[C@@H]12 (some centres not stated)	9	1.1	-6	-6	2	-8	-6	0.91	-1
O=[N+]([O-])c1ccccc1CN1CCN(Cc2c[nH]c3ccccc23)CC1	0	0.93	14	7	nt	-2	4	1	-5
O=C(CSc1ccc2nnc(-c3ccccn3)n2n1)NCc1ccco1	-2	1	5	-3	1	-8	6	1	-4
Cc1ccc(S(=O)(=O)N2CCOCC2)cc1C(=O)OCc1nnc(-c2ccccc2)o1	17	1	3	-2	-1	-5	1	0.83	-2
CCN(Cc1ccccc1)C(=O)COc1ccccc1	-16	1.1	24	-10	2	-6	-5	1.2	2
CCC(c1nnnn1Cc1ccco1)N(CCc1ccccc1)Cc1cc2cc(C)ccc2[nH]c1=O (configuration not stated)	-15	0.69	15	31	-23	8	1	1.1	-1
O=C(N/N=C/c1ccncc1)c1ccccc1[N+](=O)[O-]	-12	0.94	-7	6	3	-2	0	1.1	-2
O=C(COC(=O)COc1ccc(Cl)cc1)NC1CCCC1	3	1	29	-4	6	-3	2	0.97	-4
O=C(/C=C/C=C/c1ccccc1)CC1(O)C(=O)N(CCc2ccccc2)c2ccccc21 (configuration not stated)	13	0.84	1	16	0	-6	-3	0.87	-4
COc1cc2c(cc1OC)C(c1ccc(C(F)(F)F)cc1)CC(=O)N2 (configuration not stated)	-11	0.98	5	2	1	-5	-5	1.1	-4
CCC(SC1=N/C(=C/c2ccccc2)C(=O)N1c1ccccc1)C(=O)Nc1cc(C)on1 (configuration not stated)	7	0.98	-6	2	-1	-4	1	0.93	1
Cc1ccc(-c2n[nH]c(=O)c3ccccc23)cc1S(=O)(=O)NCC1CCCO1 (configuration not stated)	0	1	10	-2	2	-5	1	1	-1
OC1(C2(O)CC(c3ccccc3)ON2)CCCCC1 (configuration not stated)	-13	0.95	-13	5	0	-3	5	1.1	0
Cc1noc(C)c1S(=O)(=O)N1CCC(C(=O)O)CC1	-21	0.98	6	2	2	-10	-7	1.2	1
COC(=O)c1ccccc1-c1ccc(/C=C2\C(=O)N(c3ccccc3)N=C2c2ccccc2)o1	0	0.81	4	18	1	-2	0	1	-6
O=C1C=C(c2ccc(Cl)nc2)C[C@@H](c2ccc3c(c2)OCO3)C1	7	1.1	17	-9	-1	-3	-3	0.93	0
COc1ccc(C)cc1NC(=O)COC(=O)c1c(C)nn(-c2ccccc2)c1C	-7	1.1	23	-7	1	-4	1	1.1	-3
CCOC(=O)N1CCN(C(=O)C2CCC(=O)N(CCCc3ccccc3)C2)CC1 (configuration not stated)	-4	0.9	7	10	2	-5	-6	1	3
CCOC(=O)CN1C(=O)N[C@H](c2ccc(Br)cc2)C(C(C)=O)=C1C	-14	1.1	21	-5	0	3	1	1.1	0
O=C(COC(=O)c1ccc(O)cc1O)Nc1cccc2ccccc12	1	1	6	-3	3	-4	5	0.99	-3
COc1ccc(C(=O)NCc2nnc(SCC(=O)c3ccccc3)n2C)cc1OC	2	0.98	3	2	0	-1	-4	0.98	-3
CCc1ccccc1NC(=O)COc1ccc2oc(-c3ccc(OC)cc3)cc(=O)c2c1	2	0.98	8	2	-4	-1	8	0.98	-4
O=C(CN1CCCCCC1)Nc1ccccc1Oc1ccccc1	-11	1	11	-4	4	-6	3	1.1	-5
CC(C)c1ccc(C(CC(=O)O)NC(=O)c2cccs2)cc1 (configuration not stated)	7	1	-2	0	0	-4	0	0.93	2

Some of the entries so far, with two lines to a compound.
Screens in order: hIAP block | mIAP act | NLRP3 yeast inh | mIAP inh | SENP1 inh | APOBEC3G inh | APOBEC3A inh | hIAP act | MIN6 prolif
CCC(SC1=N/C(=C/c2ccccc2)C(=O)N1c1ccccc1)C(=O)Nc1cc(C)on1 (configuration not stated)
 : 7 | 0.98 | -6 | 2 | -1 | -4 | 1 | 0.93 | 1
Cc1ccc(-c2n[nH]c(=O)c3ccccc23)cc1S(=O)(=O)NCC1CCCO1 (configuration not stated)
 : 0 | 1 | 10 | -2 | 2 | -5 | 1 | 1 | -1
OC1(C2(O)CC(c3ccccc3)ON2)CCCCC1 (configuration not stated)
 : -13 | 0.95 | -13 | 5 | 0 | -3 | 5 | 1.1 | 0

Continuation.
SMILES	hIAP block	mIAP act	NLRP3 yeast inh	mIAP inh	SENP1 inh	APOBEC3G inh	APOBEC3A inh	hIAP act	MIN6 prolif
CCOCCCNC(=O)C(c1ccccc1)N(Cc1cccs1)C(=O)CNC(C)=O (configuration not stated)	6	0.95	7	5	-3	0	-4	0.94	-1
COc1ccc(S(=O)(=O)N2CCCOC2CNC(=O)C(=O)NCCCn2ccnc2)cc1OC (configuration not stated)	-1	1	8	-5	1	-2	4	1	-2
CC(=O)Oc1ccc(N2C(=O)c3cccc4c([N+](=O)[O-])ccc(c34)C2=O)cc1	-16	1.1	15	-6	-26	-2	-1	1.2	-5
CN1c2ccsc2/C(=N/Nc2ccccc2)CS1(=O)=O	-4	0.87	27	13	-7	-7	-3	1	-5
O=C(Nc1cccc(C2OCCCO2)c1)c1cccs1	-2	0.91	13	9	1	-6	0	1	0
O=C(CC1CCS(=O)(=O)C1)Nc1ccc[nH]c1=O (configuration not stated)	0	0.96	14	4	-6	-10	-1	1	0
CCn1c(SCC(=O)N(C)C)nc2cc(S(=O)(=O)N3CCOCC3)ccc21	-5	0.98	24	2	-1	-9	-1	1	0
O=C(c1noc2c1CCCC2)N1CCOCC1	2	0.96	-5	4	0	1	6	0.98	-3
Cc1ccc2c(c1)C(c1ccccc1)N(C(=O)c1ccc3c(c1)OCO3)CC(=O)N2 (configuration not stated)	-7	1.1	-2	-5	1	-4	0	1.1	-2
CC(NC(=O)c1ccccc1)C(=O)N/N=C/c1ccccc1 (configuration not stated)	-14	1	6	-3	2	14	-5	1.1	-6
COc1ccccc1N1CCN(C(=O)C(F)F)CC1	-7	0.95	6	4	2	-7	-8	1.1	1
Clc1cccc(-c2ccc3ncnc(NCc4cccs4)c3c2)c1	-14	0.97	10	3	1	-4	-4	1.1	-6
CCCC(=O)NC(=S)Nc1ccc(S(=O)(=O)Nc2ccc(OCC)cc2)cc1	8	0.94	2	6	2	-7	2	0.92	-3
COc1ccc(C)cc1NC(=O)C1CCCN(S(=O)(=O)c2cccc3cccnc23)C1 (configuration not stated)	2	0.96	19	4	0	0	1	0.98	-3
O=c1cc(O)c2sc(Nc3ccc(Cl)c(F)c3)nc2[nH]1	-10	0.87	-8	13	-61	-5	-1	1.1	-5
Cc1cc(OCc2cc(C(=O)N(C)Cc3nonc3C)no2)cc(C)c1Cl	2	0.89	24	11	0	-3	-2	0.98	-7
O=C(Nc1cccc(S(=O)(=O)N2CCCCC2)c1)c1ccccc1NS(=O)(=O)c1ccc(F)cc1	7	0.89	10	12	1	-8	-2	0.93	-6
CC(=O)C(C)Oc1cc(C)cc2oc(=O)c(C)c(C)c12 (configuration not stated)	-21	1.1	35	-7	2	-11	-8	1.2	0
O=C(NCc1cccs1)C1CCN(S(=O)(=O)c2cccs2)CC1	3	1.1	7	-10	-3	2	4	0.97	-2
COc1ccccc1CCNC(=O)Cc1cccs1	-1	0.99	20	1	2	-6	-1	1	-2
